BCR signal inh: qHTS Assay to Find Inhibitors of Chronic Active B-Cell Receptor Signaling; Potency, µM (series often up to 46.1 µM), inactives show at the highest dose ratio change, negative = lower green/red ratio, usual class: inhibitors; ABC-DLBCL IkBa-CBG/CBR reporter, luminescence ratio, 4 h; 340,000 compounds, 0.05% hits; active means well fitted inhibition curve with a large enough effect in the signal ratio, with a control signal flat, not every such curve was filed as active; inconclusive means small, poorly fitted or top-dose-only effect, or effect the other way, or a change in a side signal; the % refers to the signal ratio;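 further: potency means the concentration at half of the fitted maximal effect; plate controls were basal doxycycline-induced cells for no effect and cells given 10 µM MG132 for full effect; MG132 reads +100%, hits lower the ratio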
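TMD8 ABC-DLBCL cells carrying doxycycline-inducible green luciferase fused to IkappaBalpha plus unfused red luciferase were exposed to compounds (up to 46 uM) for 4 hrs at 37C. Activity came from the overlap-corrected green/red luminescence ratio.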
B2AR arrestin: qHTS assay of beta-arrestin-biased ligands of beta2-adrenergic receptor | Potency, µM (titrated, usually from 46.1 µM), for inactives: at the highest dose activation, usual class: activators | AID 492947, 2010 | 330,000 compounds, 0.02% hits | beta-arrestin recruitment to beta2AR, cell-based reporter | Beta-2 adrenergic receptor (Homo sapiens), P07550;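 further: potency means the concentration at half of the fitted maximal effect; 0% = DMSO controls and full agonism = EC100 isoproterenol or metaproterenol; nearly all actives have a fitted effect of over 65% in size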
GALK inhibitor: qHTS Assay for Inhibitors of Human Galactokinase (GALK); Potency, µM (top dose mostly 57.5 µM), for inactives: at the top dose activity change, negative = inhibition, hits mostly inhibitors; AID 1868, 2009; 270,000 compounds, 0.007% hits; Purified GALK, Kinase-Glo residual ATP luminescence; P51570; further: potency means the concentration at half of the fitted maximal effect
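5 nM enzyme, 35 uM ATP, 100 uM galactose, 20 mM HEPES pH8.0, 5 mM MgCl2; 1 h RT; residual ATP by Kinase-Glo Plus luminescence, qHTS format.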
USP2a block: qHTS Assay for Inhibitors of Ubiquitin-specific Protease USP2a Using CHOP2 as the Reporter; Ubiquitin carboxyl-terminal hydrolase 2 (Homo sapiens), O75604; USP2 core, Ub-CHOP2 coupled fluorogenic reporter, 485/531; 330,000 compounds, 0.01% hits; Potency, µM (series often up to 38.3 µM), for inactives: at the highest dose activity change, negative = inhibition, most hits filed as inhibitors;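 further: potency means the concentration at half of the fitted maximal effect; plate controls were DMSO wells for no effect and full inhibition by NEM control for full effect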
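Cell-free coupled assay: 10nM USP2 core preincubated 30min RT with compound in Tris-HCl pH 8.0/CaCl2/CHAPS buffer, then 25nM Ub-CHOP2 and 25nM reporter substrate; fluorescence (Ex 485/Em 531) read after 60min RT, normalized to NEM inhibition, concentration-response curves fitted.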
Giardia kill: Small Molecules that selectively kill Giardia lamblia: qHTS; 340,000 compounds, 0.15% hits; activity change, % at 7.66 µM, hits read low; Giardia lamblia trophozoite viability; AID 540267, 2011; in the data active means activity change below about -80%; inconclusive means between about -30% and that limit;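 further: parasites exposed to compound for two days anaerobically before the ATP read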
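Giardia trophozoites, 100 cells per well, were exposed to compounds for 48 hrs at 37 deg C under anaerobic conditions; viability was then read as ATP content by bioluminescence after 15-30 min at room temperature.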
hERG WT inh: qHTS for Inhibitors of KCHN2 3.1: Wildtype qHTS | Voltage-gated inwardly rectifying potassium channel KCNH2 (Homo sapiens), Q12809 | U2OS, BacMam KCNH2, thallium flux FluxOr; hits give low values | activity change, % at 1.84 µM | 340,000 compounds, 0.37% hits | AID 720551, 2013;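 active means maximum activity change below -70%; inconclusive means maximum activity change between -70% and -50%; inactive means maximum activity change above -50%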
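U2OS cells transduced with wild-type KCNH2 virus are loaded with FluxOr dye for 45 min, and thallium flux is measured in kinetic reads before and after stimulation buffer. Rate constants are normalized to DMSO controls.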
FBPA coupling cs: qHTS Assay for Inhibitors of Fructose-1,6-bisphosphate Aldolase from Giardia Lamblia: Coupling assay counterscreen | 290,000 compounds, 0.67% hits | coupling enzyme system counterscreen, AmpLite Red fluorescence | activity change, negative = inhibition, % at 58.2 µM, hits read low; in the data active means activity change below about -30%
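First, compound is pin-transferred into glyceraldehyde-3-phosphate coupling-enzyme reagent at 57.5 uM final and held 10 min at RT. Next, substrate, coupling system and AmpLite Red are added. After 20 min RT, fluorescence (525/598 nm) is read.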
Eya2 inh: qHTS Assay for Inhibitors of the Phosphatase Activity of Eya2. Protein phosphatase EYA2 (Homo sapiens), O00167. 330,000 compounds, 0.006% hits. Potency, µM (titrated, usually from 76.9 µM), inactives show at the highest dose activity, negative = inhibition, hits mostly inhibitors. recombinant Eya2, OMFP fluorescence dephosphorylation (OMFP is methylfluorescein phosphate); further: potency means the concentration at half of the fitted maximal effect
Target sequence (O00167 whole entry, looked up): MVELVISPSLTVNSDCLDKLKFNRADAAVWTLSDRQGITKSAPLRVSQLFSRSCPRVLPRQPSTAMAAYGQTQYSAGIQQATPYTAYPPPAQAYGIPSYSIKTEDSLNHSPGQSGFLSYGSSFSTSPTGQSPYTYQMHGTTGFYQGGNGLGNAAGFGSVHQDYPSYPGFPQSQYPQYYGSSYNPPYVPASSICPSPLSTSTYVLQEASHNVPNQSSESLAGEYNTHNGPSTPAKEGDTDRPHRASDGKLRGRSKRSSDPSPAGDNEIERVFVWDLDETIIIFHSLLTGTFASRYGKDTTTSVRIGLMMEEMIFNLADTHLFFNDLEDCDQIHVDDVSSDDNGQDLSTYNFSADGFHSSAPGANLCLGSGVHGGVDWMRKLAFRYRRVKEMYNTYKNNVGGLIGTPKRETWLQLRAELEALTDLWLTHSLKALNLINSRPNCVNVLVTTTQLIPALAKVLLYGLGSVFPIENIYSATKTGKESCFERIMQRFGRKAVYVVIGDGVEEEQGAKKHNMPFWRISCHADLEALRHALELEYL
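Eya2 protein (added as 0.2 uM solution) was preincubated with compound for 10 min at ambient temperature in 50 mM HEPES pH 7.5, 50 mM NaCl, 5 uM MgCl2, 0.05% BSA, 1 mM DTT. OMFP (added at 50 uM) then reacted 10 min; fluorescence read at 485/525 nm.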
uPA generation: qHTS for Inhibitors of Cell Surface uPA Generation; cell surface uPA generation assay, qHTS; Potency, µM (top dose mostly 38.3 µM), without a hit: at the top dose activity change, negative = inhibition, usual class: inhibitors; 330,000 compounds, 0.31% hits; active means well fitted inhibition curve with a large enough effect; inconclusive means small, poorly fitted or top-dose-only effect; inactive means no such curve, though single readings can be large or run the other way; tested in mouse RAW 264.7 cells; further: potency means the concentration at half of the fitted maximal effect; nearly all actives have a fitted effect of over 55% in size
PKM2 act: qHTS Assay for Activators of Human Muscle isoform 2 Pyruvate Kinase | AID 1631, 2009 | Pyruvate kinase PKM (Homo sapiens), P14618 | Potency, µM (doses to about 57.5 µM), for the others: top-dose activation, hits mostly activators | purified PKM2, Kinase-Glo ATP luminescence, activation; response scale: 0% is enzyme alone, no compound | 260,000 compounds, 0.34% hits; further: potency means the concentration at half of the fitted maximal effect; nearly all actives have a fitted effect of over 55% in size
Target sequence (P14618 whole entry, looked up, canonical isoform): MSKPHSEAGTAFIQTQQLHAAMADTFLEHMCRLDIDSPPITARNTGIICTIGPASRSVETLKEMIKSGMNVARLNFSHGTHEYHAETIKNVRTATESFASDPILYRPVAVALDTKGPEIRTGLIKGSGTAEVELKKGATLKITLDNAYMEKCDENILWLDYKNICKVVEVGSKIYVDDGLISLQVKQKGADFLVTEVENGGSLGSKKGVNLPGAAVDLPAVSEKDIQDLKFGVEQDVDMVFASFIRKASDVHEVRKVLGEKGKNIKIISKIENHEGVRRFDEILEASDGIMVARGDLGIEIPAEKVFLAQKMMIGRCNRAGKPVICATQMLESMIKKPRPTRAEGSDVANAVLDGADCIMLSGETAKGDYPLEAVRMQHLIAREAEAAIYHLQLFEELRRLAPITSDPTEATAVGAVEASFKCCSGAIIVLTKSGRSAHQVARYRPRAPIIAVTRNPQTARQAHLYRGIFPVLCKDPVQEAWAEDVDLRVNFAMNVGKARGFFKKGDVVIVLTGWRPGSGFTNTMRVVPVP
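ATP formation by purified human PK-M2, quantified via coupled luciferase luminescence after 1 h at room temperature with 0.1 mM ADP and 0.5 mM PEP final.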
KCNH2 3.1 block: qHTS for Inhibitors of KCHN2 3.1: Mutant qHTS; Potassium voltage-gated channel subfamily H member 2, brain isoform KCNH2 3.1 (human); U2OS KCNH2 3.1, thallium flux FluxOr; hits give low values; activity change, % (tested at about 1.8 µM); 340,000 compounds, 0.95% hits; AID 720553, 2013;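 active means maximum activity change below -70%; inconclusive means maximum activity change from -70% to -50%; inactive means maximum activity change above -50%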;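 further: thallium influx rate constant from kinetic fluorescence after stimulation buffer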
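Measured as rate of thallium-driven FluxOr signal in transduced U2OS cells carrying the 3.1 channel, read kinetically for 2 min upon stimulation; values are rate constants scaled to DMSO control wells.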
Starred values were filed as active, the others as inactive; ? = inconclusive; . = not tested or not shown; & = joins results of further samples; [ ] = another dose, or the depositor's remark. Unless noted, the call rests on the fitted dose curve; in most records, active means well fitted curve in the direction sought with a large enough effect; inconclusive means small, poorly fitted or top-dose-only effect, or another doubt; inactive means no such curve, though single readings can be large; an effect the other way counts as inactive or inconclusive. Unless noted, on the % scale 0 is the no-effect control and ±100 the full control effect.

item	compound	BCR signal inh	B2AR arrestin	GALK inhibitor	USP2a block	Giardia kill	hERG WT inh	FBPA coupling cs	Eya2 inh	uPA generation	PKM2 act	KCNH2 3.1 block
1	N#Cc1ccccc1NC(=S)Nc1ccc(F)cc1	-2.3%	0.1%	0.7%	-0.4%	4.3	-4.6	5.0	7.0%	-3.3%	-2.5%	-9.0
2	NS(=O)(=O)c1ccc(NC(=O)COC(=O)c2cn(-c3ccccc3)nc2-c2ccc(F)cc2)cc1	?	-0.3%	-0.2%	-0.6%	-1.2	8.7	0.2	5.7%	9.6%	-0.9%	-18.0
3	O=C(NCC1CCCO1)c1cccc(NS(=O)(=O)c2ccccc2)c1 (stereo unspecified)	?	0.3%	.	1.5%	-16.3	-1.5	.	11.2%	24.3%	.	-4.9
4	COCCNC(=O)c1ccccc1NC(=O)CN(c1ccc2c(c1)OCO2)S(C)(=O)=O	?	0.2%	-1.3%	1.7%	31.4[activator]	-6.0	-1.5	0.6%	0.2%	0.7%	2.3
5	O=C(NCCN1CCOCC1)c1ccccc1-c1ccccc1	6.8%	4.8%	0.6%	1.4%	-0.3	-9.5	4.0	-11.2%	-4.5%	-0.3%	-14.6
6	CC(C)(O)[C@@H]1CC(=O)[C@]2(C)[C@H](CC[C@@]3(C)[C@H](c4ccoc4)OC(=O)[C@H]4O[C@]432)[C@@]1(C)/C=C\C(=O)O	0.0%	0.1%	.	1.5%	-11.2	-16.1	.	3.2%	0.7%	.	-13.0
7	Cc1cc(C)cc(C(=O)NC(=S)Nc2ccc(-c3cc4ccccc4oc3=O)cc2)c1	-19.4%	-1.2%	0.1%	-0.7%	8.7	-0.2	-1.6	2.5%	-0.6%	-13.8%	-5.0
8	CCOc1ccc2nc(-c3ccccc3)[nH]c2c1	?	-0.3%	4.4%	3.2%	?	-3.0	-9.2	4.1%	-10.4%	-23.2%	-14.1
9	COc1cccc(C(=O)NC(=S)Nc2ccc3c4c(cccc24)CC3)c1	?	-0.4%	-2.8%	0.4%	2.6	-2.0	-0.7	4.2%	9.1%	3.7%	-7.8
10	Cc1ccc(CN2C(=O)CCC2C(=O)NCCN2CCOCC2)cc1 (stereo unspecified)	6.5%	-0.7%	-1.2%	4.3%	-1.1	-2.8	0.7	-26.6%	2.4%	-4.6%	-7.4
11	CCc1sc(NS(C)(=O)=O)nc1-c1ccccc1	12.2%	0.2%	0.6%	-2.3%	-5.4	6.2	3.1	-1.4%	-0.8%	-0.2%	7.2
12	COC(=O)c1c[nH]n2c(=O)cc(C)nc12	7.3%	-0.3%	2.1%	5.7%	-6.2	-6.4	-12.1	-27.9%	.	-1.7%	5.8
13	CCN(CC)C(=O)CC(c1cc(OC)c(OC)c(OC)c1)c1c(OC)cc(OC)c2c(-c3ccccc3)cc(=O)oc12 (stereo unspecified)	-12.8%	-0.8%	-3.8%	1.1%	0.6&-1.5	24.0	0.1&-0.1	-10.0%	1.1%	0.4%	2.9
14	Cc1nc2ccccn2c1-c1ccnc(=S)[nH]1	-0.8%	-0.4%	-0.5%	0.2%	-21.4	9.9	-2.8	1.1%	0.6%	12.9%	6.2
15	Cc1ccccc1C(=O)NC(=S)Nc1ccc(N2CCOCC2)cc1	?	-0.1%	6.8%	13.3%	8.3	-0.7	1.4	-28.3%	6.5%	.	-10.1
16	CCn1c(/C=C/c2ccc(O)cc2)nc2ccccc2c1=O	?	-0.5%	-0.4%	0.6%	0.6	16.9	4.7	-10.9%	-7.9%	0.3%	-38.1
17	CC1CCN(C(=O)C2CCCN(c3ncnc4c3nc3n4CCCCC3)C2)CC1 (stereo unspecified)	-0.7%	0.4%	-7.4%	-1.7%	-11.3	-36.5	.	-14.1%	-2.1%	.	3.6
18	CC1(C)C(=O)Nc2ccccc2N1C(=O)COC(=O)Cc1ccc(Cl)c(Cl)c1	-4.0%	-0.8%	.	2.4%	-3.9	-8.0	.	-2.9%	17.3%	.	3.5
19	COc1cc(Br)c(Br)c(Br)c1N	-9.4%	-0.3%	-1.3%	-3.6%	-9.7	-6.1	-8.0	-0.6%	1.3%	13.4%	-8.3
20	Cc1nc2ccccc2c(=O)n1/N=C/c1cc(Br)ccc1O	-4.9%	-0.8%	.	-7.8%	-19.9	-8.4	-3.0	6.3%	-2.3%	.	-3.5
21	CCCc1cc(=O)oc2c(CN(CC)CC)c(O)c(Cl)cc12	-0.3%	-0.5%	-0.9%	-0.5%	-16.0	4.6	0.1	0.4%	-0.9%	0.7%	6.1
22	CN1CCN(C(=S)Nc2cccc(Cl)c2)CC1	9.1%	-1.5%	-2.5%	4.7%	5.1	-1.2	-4.8	1.9%	-3.3%	-6.4%	2.0
23	CCOc1ccccc1NC(=O)CSCC(=O)Nc1ccccc1	?	0.1%	0.4%	-0.3%	-8.4	-18.9	-2.2	6.4%	.	-4.7%	-12.0
24	CCN(CC)CCOc1ccc2c(c1)C(=NNC(=O)c1ccccn1)c1cc(OCCN(CC)CC)ccc1-2	7.8%	-0.9%	0.6%	2.5%	10.5	2.9	-1.2	-0.1%	-12.2%	-2.2%	-7.7
25	O=C(Nc1ccccc1)NC1(C(=O)NCc2ccc3c(c2)OCO3)CCCCC1	0.9%	0.0%	0.0%	-0.7%	-4.7	17.3	1.3	8.2%	2.0%	-3.4%	1.2
26	Cn1c(N)c(C(=O)CSc2nnc(-c3c[nH]c4ccccc34)n2C2CC2)c(=O)[nH]c1=O	?	-0.4%	.	1.3%	9.9	-0.3	.	-1.2%	7.2%	.	-3.0
27	CCCCNC(=O)CCn1c(=O)c2ccccc2n(CC(=O)NCCc2ccc(OC)c(OC)c2)c1=O	3.2%	0.0%	10.4%	1.8%	17.6	10.6	0.3	0.8%	2.3%	.	3.8
28	Cc1cc(NC(=O)c2cnn3c(C(F)F)cc(C4CC4)nc23)no1	10.2%	0.0%	-0.1%	2.1%	-1.5	-4.4	4.4	-14.1%	-6.6%	1.6%	-1.6
29	CC(C)c1ccc(OCC(=O)N2CCCCCC2)c(Br)c1	?	-0.2%	4.8%	0.3%	-18.7	-9.7	5.0	-9.3%	-0.1%	-1.3%	.
30	Cc1ccc(C)c(N2CCN(C(=O)CCCn3c(=O)c4cccn4c4cccnc43)CC2)c1	?	-0.3%	0.5%	-0.9%	-18.2	-12.8	4.9	-11.0%	2.2%	.	9.1
31	CCCCc1c(C)nc2c(OC)cccc2c1SCCC(=O)O	4.3%	-0.9%	3.0%	0.2%	8.8	-0.9	12.9	-13.6%	-6.1%	-13.0%	-6.2
32	CN(C)CCCNc1nc2sc3c(c2c(=O)n1CCc1ccccc1)CCCCC3	1.2%	0.2%	-0.3%	0.4%	8.4	-16.7	-2.2	11.2%	3.7%	7.5%	-29.9
33	CC12CCC(C(=O)N(CC(O)CN3CCN(Cc4ccccc4)CC3)C1=O)C2(C)C (stereo unspecified)	10.8%	0.1%	5.0%	0.9%	2.3	-0.7	4.4	-6.1%	1.8%	-1.2%	-26.5
34	COc1ccc(/C=N/NC(=O)CCOc2ccccc2C)cc1OC	?	-0.6%	.	5.2%	-3.0	0.3	-1.6	-8.2%	-9.0%	-15.2%	.
35	COc1cc(NC(=O)Nc2cccc3cccnc23)cc(OC)c1OC	?	0.2%	-2.1%	-0.6%	9.1	6.2	0.2	-13.0%	3.6%	0.6%	17.4
36	CCOc1ccccc1-n1c(CNc2ccc(F)cc2)nnc1SCC(=O)NCc1ccco1	?	-0.8%	-3.0%	-5.4%	10.2	-6.3	-18.0	0.9%	2.0%	-15.0%	1.6
37	COc1cc(-c2nnc(-c3ccncc3)o2)ccc1OCc1ccccc1	0.7%	-0.3%	2.7%	0.2%	-15.3	7.3	0.3	7.8%	.	7.1%	-12.4
38	Cc1nc(Cc2nnc(SCC(=O)Nc3c(C)cccc3C)o2)cs1	1.6%	-2.2%	.	0.7%	-25.4	0.1	.	8.0%	-8.0%	.	0.7

Assay outcomes as filed in PubChem BioAssay.
